# EBV LMP1 NFkB: inhibitors of Epstein-Barr LMP1-induced NF-kappaB reporter; inhibition, % at 12.5 µM; 350,000 compounds, 0.69% hits; LMP1-induced NF-kappaB luciferase reporter cells, luminescence; in the data active means inhibition above about 41%;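 further: 0% = neutral control wells and 100% = reference inhibitor control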
# NR2E3 ag-1: activates human photoreceptor nuclear receptor NR2E3 | Q9Y5X4 | GST-NR2E3/biotin-RetCOR TR-FRET, 1536-well | inhibition of corepressor binding, % at 4.78 µM | 320,000 compounds, 0.12% hits | AID 2300;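 active means percent inhibition above the cutoff of mean plus 3 SD of all tested compounds, set per screening campaign, cut at about 20% in these data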;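 further: 0% = DMSO wells and 100% = biotin wells as full block of FRET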
# Target sequence (Q9Y5X4 whole entry, looked up): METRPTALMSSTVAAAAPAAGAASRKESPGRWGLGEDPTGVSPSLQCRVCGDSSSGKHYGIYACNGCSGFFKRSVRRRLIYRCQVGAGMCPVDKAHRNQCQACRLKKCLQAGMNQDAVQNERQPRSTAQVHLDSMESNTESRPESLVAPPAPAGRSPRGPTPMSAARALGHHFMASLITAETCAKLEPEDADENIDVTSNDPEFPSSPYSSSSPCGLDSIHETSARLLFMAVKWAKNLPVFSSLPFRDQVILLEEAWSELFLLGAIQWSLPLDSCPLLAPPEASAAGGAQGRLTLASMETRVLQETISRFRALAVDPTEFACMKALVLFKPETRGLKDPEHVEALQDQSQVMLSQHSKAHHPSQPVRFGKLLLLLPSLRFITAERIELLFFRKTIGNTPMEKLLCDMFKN
#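 System: GST-NR2E3 and biotin-RetCOR proteins; probe or stimulus: 7 nM biotin-RetCOR; doses: compound at 4.8 µM, single dose; schedule: Compound–protein incubation for 5 h at 4 °C; detection: time-resolved FRET; read-out: percent inhibition; controls: biotin wells as high control, 0.6% DMSO wells as low control; format: 1536-well plates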
# Peg3 prom inh: reduces Peg3 promoter-driven luciferase expression in HeLa; HeLa PEG-Prom luciferase reporter, luminescence, overnight; inhibition, % at 20 µM; 360,000 compounds, 1.7% hits; AID 588405;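 active means inhibition of at least 50% at 20 µM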
# CF NFkB inh: blocks PAF-induced NF-kB reporter in cystic fibrosis cells | 360,000 compounds, 0.86% hits | AID 588850 | KKLEB NF-kB-GFP reporter, GFP fluorescence overnight | inhibition, % at 5 µM;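 active means at least 50% inhibition at 5 µM, scaled per plate between neutral and stimulator controls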;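 further: PAF is a Pseudomonas aeruginosa culture filtrate used as stimulus; plate controls were PAF-stimulated DMSO wells for no effect and unstimulated DMSO wells for full effect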
# KKLEB cytotox: counter-screen for CF NF-kB inhibitors: cytotoxicity; KKLEB CF airway cells viability, ATPlite luminescence, overnight; active compounds read low; cells stimulated with P. aeruginosa culture filtrate; activity change (cytotoxicity), % at 5 µM; 360,000 compounds, 0.36% hits;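 active means corrected activity change at or below -50% at 5 µM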
# HIF-2a inh: HIF-2a inhibition; 786-0 RCC cells HIF-2a reporter, luciferase luminescence, overnight; inhibition, % at 18.8 µM; 360,000 compounds, 0.72% hits; AID 624352;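 active means inhibition of the luminescence signal of 40% or more relative to plate controls, in a single-dose primary screen at 18.75 µM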
# iPSC survival up: enhancers of human iPSC single-cell survival. 360,000 compounds, 0.044% hits. survival enhancement, % at 20 µM. hiPSC single-cell survival, ATPlite luminescence; 100% = ROCK inhibitor wells, 0% = DMSO. AID 602274; in the data active means survival enhancement above about 18%;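 further: cells exposed to compounds for 16 hours before the ATP read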
# C8 TRAIL sens: sensitizes caspase-8 expressing cells to TRAIL; NB7+C8 cells + TRAIL, ATPlite viability luminescence; inhibition (viability loss, TRAIL sensitization), % at 10 µM; 360,000 compounds, 1% hits; AID 624354;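 active means compounds causing at least 50% loss of cell viability in the single-dose screen, relative to plate controls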
# Shn3 inh set2: inhibitors of Schnurri-3 3'UTR reporter in osteoblasts | Clone20 osteoblast Shn3 3'UTR firefly luciferase, 24 h | inhibition, % at 12.5 µM | 360,000 compounds, 0.52% hits | AID 588674;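 active means mean inhibition of at least 75% with every replicate also reaching 75%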;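 further: 0% = median of neutral control wells and 100% = pilot-screen positive control compound; some compounds past the cut are filed as inactive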
# NR2E3 ag-2: agonists of human NR2E3 nuclear receptor. CHO-S Gal4-NCOR/VP16-NR2E3 two-hybrid, luciferase. 360,000 compounds, 0.35% hits. AID 602229. Q9Y5X4. inhibition of corepressor binding, % at 3.98 µM;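 active means inhibition above the mean of all tested compounds plus 3 SD, cut at about 70% in these data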;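 further: 0% = DMSO with NR2E3 transfected cells and 100% = cells lacking NR2E3 construct; higher means lower luciferase signal from less NR2E3 corepressor binding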
# TRPM1 prom inh: MITF TRPM1 promoter inhibition in SK-MEL-5 cells; SK-MEL-5 TRPM1 promoter luciferase, 24 h; inhibition, % at 12.5 µM; 330,000 compounds, 0.83% hits;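 active means mean inhibition across replicates of 60% or more, whatever share of single replicates reaches that level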; further: values of inactives mirror those of a sister screen read the other way
# * hit, by the source's call; nt = not tested or not shown. This is a subset, so the mix of outcomes need not match the whole.
1) N#CC1=C(N)SC(N)=C(C#N)C1Cc1ccccc1
2) O=C(O)C1CCCCN1C(=O)c1cc2c(s1)CCCCC2 (centres undefined)
3) COc1nc(NCc2ccc(Cl)cc2)nc(OC)n1
4) CCN(Cc1nc2ccccc2c(=O)[nH]1)C(=O)C1CC(=O)N(c2cccc3ccccc23)C1 (centres undefined)
5) O=c1cc(CSc2ccccc2)nc(-c2ccncc2)[nH]1
6) CC(=O)c1c(C)n(-c2ccc(Br)cc2)c2ccc(O)cc12
7) Cc1ccc(C(=O)COC(=O)c2ccncc2)cc1[N+](=O)[O-]
8) O=C1CS/C(=N/N=C/c2ccccc2)N1c1ccc(O)cc1
Assay by compound,1,2,3,4,5,6,7,8
EBV LMP1 NFkB,-6,-2,0,-2,0,10,4,5
NR2E3 ag-1,15,5,4,1,1,-1,0,-1
Peg3 prom inh,20,-12,-13,-7,5,12,14,-5
CF NFkB inh,9,17,0,-16,-14,45,-4,-11
KKLEB cytotox,-2,-9,-2,3,3,10,8,8
HIF-2a inh,-4,5,-28,1,2,28,14,10
iPSC survival up,-0.3,-0.2,3.6,-0.4,-1.4,-0.4,0.1,1.0
C8 TRAIL sens,-12,-10,3,-20,-6,-12,2,6
Shn3 inh set2,19,7,-17,-1,1,6,0,20
NR2E3 ag-2,-20,6,-2,-8,29,-10,-10,-5
TRPM1 prom inh,-3,4,-12,1,-3,-3,-3,-2

# 5 records picked at random from those above, as already listed:
3) COc1nc(NCc2ccc(Cl)cc2)nc(OC)n1
2) O=C(O)C1CCCCN1C(=O)c1cc2c(s1)CCCCC2 (centres undefined)
5) O=c1cc(CSc2ccccc2)nc(-c2ccncc2)[nH]1
1) N#CC1=C(N)SC(N)=C(C#N)C1Cc1ccccc1
7) Cc1ccc(C(=O)COC(=O)c2ccncc2)cc1[N+](=O)[O-]
Assay by compound,3,2,5,1,7
EBV LMP1 NFkB,0,-2,0,-6,4
NR2E3 ag-1,4,5,1,15,0
Peg3 prom inh,-13,-12,5,20,14
CF NFkB inh,0,17,-14,9,-4
KKLEB cytotox,-2,-9,3,-2,8
HIF-2a inh,-28,5,2,-4,14
iPSC survival up,3.6,-0.2,-1.4,-0.3,0.1
C8 TRAIL sens,3,-10,-6,-12,2
Shn3 inh set2,-17,7,1,19,0
NR2E3 ag-2,-2,6,29,-20,-10
TRPM1 prom inh,-12,4,-3,-3,-3

# More compounds
9) O=C(NCc1ccco1)NC1CCCCC1
10) CC(C)(C)OC(=O)NCc1ccc(NC(=O)c2nc[nH]c2C(=O)N[C@@H](Cc2ccccc2)C(=O)OCc2ccccc2)cc1
11) Nc1nc(NCC(=O)O)nc(N2CCCCCC2)c1[N+](=O)[O-]
12) CCCC(O)(CCN1CCOCC1)c1ccc(Br)cc1 (centres undefined)
13) COc1ccc(C(=O)Nc2ccccc2C(=O)NC(Cc2ccc(O)cc2)C(=O)NNC(=O)c2ccccc2)cc1 (centres undefined)
14) CC(C)[C@H](NC(=O)N1CC(=O)Nc2ccccc21)C(=O)N[C@@H](Cc1ccccc1)C(=O)O
15) S=c1[nH]nc(-c2cccnc2)n1/N=C/C=C/c1ccco1
16) O=C(CCN1C(=O)C2C3CCC(C3)C2C1=O)Nc1ccc(Cl)cc1Cl (centres undefined)
Assay by compound,9,10,11,12,13,14,15,16
EBV LMP1 NFkB,-2,2,-14,6,-4,-7,5,-3
NR2E3 ag-1,-2,-1,-1,4,-3,2,-3,nt
Peg3 prom inh,-1,37,-2,8,-57,5,7,-10
CF NFkB inh,1,20,-4,-8,-3,-14,-2,-2
KKLEB cytotox,3,-1,-2,2,3,8,9,8
HIF-2a inh,-2,2,4,9,-45,13,8,-42
iPSC survival up,0.7,2.5,0.0,-1.1,-0.2,-1.8,2.3,0.2
C8 TRAIL sens,-9,83*,-10,5,26,5,-3,5
Shn3 inh set2,-11,9,32,-8,-41,-11,16,1
NR2E3 ag-2,4,-3,12,-4,-7,-27,-16,-43
TRPM1 prom inh,2,29,6,4,-6,-1,6,-7

17) COc1cccc(OCc2nnc(SCC(=O)OCc3ccccc3)o2)c1
18) COc1ccc(-c2cnn3c(N)c(S(=O)(=O)c4ccccc4)cnc23)cc1
19) Cc1ccc(NS(=O)(=O)c2ccc(Cl)c(C(=O)O)c2)cc1S(=O)(=O)N1CCOCC1
20) CC(=O)NS(=O)(=O)c1ccc(N2C(=O)CC(Sc3nccc(C)n3)C2=O)cc1 (centres undefined)
21) CCOc1cc(N2CCOCC2)c(OCC)cc1NC(=S)NCCCOC
22) O=C(C=Cc1ccco1)N1CCOCC1
23) COc1ccc(CCNS(=O)(=O)CC23CCC(CC2=O)C3(C)C)cc1OC (centres undefined)
24) COc1ccc(CCNC(=O)COC(=O)Cc2ccccc2[N+](=O)[O-])cc1
Assay by compound,17,18,19,20,21,22,23,24
EBV LMP1 NFkB,3,-16,-7,-1,-7,0,7,17
NR2E3 ag-1,-1,-1,1,0,-2,nt,4,nt
Peg3 prom inh,14,-5,8,-2,0,-14,2,8
CF NFkB inh,2,10,23,4,8,-33,-10,0
KKLEB cytotox,0,-15,-4,-7,-3,-5,15,-13
HIF-2a inh,11,-8,15,19,15,-18,3,5
iPSC survival up,0.5,0.5,1.4,-0.1,-0.9,0.5,0.6,-0.2
C8 TRAIL sens,3,1,-5,6,-4,-9,3,7
Shn3 inh set2,-8,11,-12,-15,1,-9,2,1
NR2E3 ag-2,9,-33,0,-13,-18,-4,-34,12
TRPM1 prom inh,-9,-22,-2,-6,-2,-5,-8,-3

25) CCc1nc(SCc2cc(=O)[nH]c3ccccc23)c2c(C)c(C)sc2n1
26) O=C(CN1CCN(c2ccccc2)CC1)Nc1nnc(-c2ccccc2)s1
27) CC(C)CCn1c(Sc2nc3ccccc3o2)nc2c1c(=O)[nH]c(=O)n2C
28) NC(=O)C1c2ccccc2Oc2ccccc21
29) CCOc1ccc(CCNC(=O)COC(=O)c2c(OC)cccc2OC)cc1OCC
30) O=C(Nc1ccc(Cl)c([N+](=O)[O-])c1)C(Sc1ccccc1)c1ccccc1 (centres undefined)
31) COc1ccc(S(=O)(=O)Nc2c(C)cccc2C)cc1-n1cnnn1
32) CN(C)CCCNC(=O)Cc1ccc(Br)cc1
Assay by compound,25,26,27,28,29,30,31,32
EBV LMP1 NFkB,12,0,57*,-1,-4,21,-2,-10
NR2E3 ag-1,nt,-1,1,-2,2,-1,2,2
Peg3 prom inh,36,-13,-98,6,6,53*,12,24
CF NFkB inh,-2,8,20,13,6,50,14,-1
KKLEB cytotox,0,2,-33,2,-6,-8,-4,14
HIF-2a inh,9,-1,-34,11,13,18,2,-7
iPSC survival up,1.0,4.4,-2.1,-0.4,0.1,-1.3,0.1,6.2
C8 TRAIL sens,-4,4,-11,-9,5,26,-1,2
Shn3 inh set2,34,-13,-60,-12,-6,47,1,-5
NR2E3 ag-2,-33,13,-148,-8,9,0,-20,8
TRPM1 prom inh,-18,-12,-55,-10,4,-4,-7,5

33) CC(C)(C)c1ccc(OCC(O)CNC(=O)c2ccccc2C(=O)O)cc1 (centres undefined)
34) CC1CC(C)CN(S(=O)(=O)c2ccc3c(c2)oc(=O)n3CC(=O)N(C)Cc2ccccc2)C1 (centres undefined)
35) COc1ccc2ccccc2c1C=NN1CCCCC1
36) COC(=O)C(C)(C)ONC(=O)Nc1ccc([N+](=O)[O-])cc1
37) CN(C)S(=O)(=O)c1ccc(C(=O)N2CCN(C(=O)C3CCCO3)CC2)cc1 (centres undefined)
38) COCCN1C[C@@H](CO)O[C@@H](n2cnc3c(NC4CC4)ncnc32)C1
39) CCOC(=O)CSc1nc2cc3c(cc2cc1CC)OCCO3
40) CCN(CC)C(=O)COc1ccc(-c2nnc(N3CCCCC3)c3ccccc23)cc1
Assay by compound,33,34,35,36,37,38,39,40
EBV LMP1 NFkB,-11,-1,1,0,-2,nt,6,11
NR2E3 ag-1,-2,3,nt,3,0,nt,3,-1
Peg3 prom inh,-37,14,5,-9,8,2,14,8
CF NFkB inh,10,2,-17,1,-9,-18,7,-11
KKLEB cytotox,4,-13,9,0,6,4,-4,-1
HIF-2a inh,-31,7,-17,-11,-4,6,19,22
iPSC survival up,1.7,-1.3,-0.7,0.0,-0.1,-4.6,0.8,-4.7
C8 TRAIL sens,-1,17,-8,-6,-7,-6,10,-26
Shn3 inh set2,-3,11,8,12,-15,-12,8,5
NR2E3 ag-2,-31,-22,-3,0,-6,1,3,8
TRPM1 prom inh,-6,7,nt,-8,-8,nt,6,-11

41) C=CCN(CC=C)S(=O)(=O)c1ccc(NC(=S)NC(=O)c2ccco2)cc1
42) CSCCC(NC(=O)c1ccc(Cl)cc1)C(=O)NC(C)(C)C (centres undefined)
43) COc1ccc(C(=O)N2CCC(C(=O)O)CC2)cc1
44) CN(C(=O)c1cc2ccccc2cc1O)C1CCCCC1
45) CC(C)C(OC(=O)c1cccs1)C(=O)NCc1ccco1 (centres undefined)
46) CCCSc1nc2c(c(=O)n1CC)SC(C)C2 (centres undefined)
47) O=C(Cc1cn(Cc2cccc(Cl)c2)c2ccccc12)N1CCCCCC1
48) CCOC(=O)CNC(=O)CCCCCC(=O)NCC(=O)OCC
Assay by compound,41,42,43,44,45,46,47,48
EBV LMP1 NFkB,0,-3,-1,1,-2,2,3,-2
NR2E3 ag-1,-2,2,-2,-2,1,0,3,2
Peg3 prom inh,24,-16,-7,-37,3,7,12,-3
CF NFkB inh,5,15,4,10,3,-11,10,6
KKLEB cytotox,-12,-15,-4,-16,-10,11,5,-12
HIF-2a inh,16,15,20,2,5,2,-16,12
iPSC survival up,-2.2,-1.3,4.8,0.1,2.5,6.0,-0.8,-3.8
C8 TRAIL sens,8,-2,-12,-12,12,20,0,7
Shn3 inh set2,15,-27,-9,-7,18,9,23,-16
NR2E3 ag-2,9,2,-29,-50,6,-2,-11,-7
TRPM1 prom inh,3,10,8,0,8,1,8,3

49) COc1ccc(NC(=O)COC(=O)c2ccc(C)c(S(=O)(=O)N3CCCCC3)c2)cc1
50) COc1ccc(-n2c(SCc3cccnc3)nc3c(c2=O)SCC3)cc1OC
51) O=C(O/N=C\c1ccc(N2CCCCC2)c([N+](=O)[O-])c1)c1ccc(Cl)cc1Cl
52) CCCCn1nc(C(=O)NNC(=O)c2ccncc2)c2ccccc2c1=O
53) Cc1cccc(Cn2c(NC3CCCC3)nc3c2c(=O)[nH]c(=O)n3C)c1
Assay by compound,49,50,51,52,53
EBV LMP1 NFkB,-2,-16,-2,2,-5
NR2E3 ag-1,2,nt,5,-4,nt
Peg3 prom inh,12,2,1,13,5
CF NFkB inh,2,-14,7,1,3
KKLEB cytotox,6,8,-1,-1,1
HIF-2a inh,5,10,-16,8,3
iPSC survival up,6.7,-0.1,15,0.2,-0.4
C8 TRAIL sens,-18,-2,-4,-22,-4
Shn3 inh set2,11,0,-24,-13,14
NR2E3 ag-2,-4,2,-19,9,-43
TRPM1 prom inh,7,-6,4,3,nt

# High-throughput results (PubChem BioAssay)
